Bfl-1 inhibitors = displacement of Bid BH3 peptide from Bfl-1 – biochemical, fluorescence polarization, FITC-Bid, mouse, primary screen (AID 432); displacement, % at 20 µM, or IC50 in µM where a hit was titrated; FITC-Bid BH3 peptide fluorescence polarization displacement; higher % means a stronger effect; 0.02% of 64,000 active; in the data active means a potency from the dose series; inactive means the rest, 99 in 100 with displacement below about 15%; further: strong numbers were not always called active
HT1080 cytotoxicity = HT1080 cell viability loss – fluorescence readout (AID 620). HT1080 viability, fluorescence; higher % means a stronger effect. one-dose cytotoxicity, % at 10 µM; EC50 in µM for titrated hits. 0.42% of 87,000 active;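 further: cells exposed to compound overnight then 4 h with Alamar Blue; 0% = vehicle DMSO and 100% = killing control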
MK inhibit = inhibitors of Streptococcus pneumoniae mevalonate kinase | purified MK, PK/LDH-coupled NADH absorbance 340 nm | inhibition, % at 10 µM | 0.48% of 65,000 active | AID 555;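 active means ranked among the strongest by inhibition in the single 10 µM screen, a fixed top-ranked set picked for dose follow-up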; further: no value below 0 was filed
LYP phosphatase = LYP phosphatase inhibitors, primary screen, biochemical, DiFMUP fluorescence, recombinant catalytic domain, 10 µM (AID 606); recombinant LYP catalytic domain, DiFMUP fluorescence; higher % means a stronger effect; 52,000 tested, under 10 active; inhibition, % at 10 µM; hits with a dose series show IC50 in µM;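 active means IC50 under 40 µM in the dose-response test; inactive means IC50 of 40 µM or more, or never dose-tested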
Spn PMK inh = inhibitors of Streptococcus pneumoniae phosphomevalonate kinase; inhibition, % at 10 µM; purified PMK, PK/LDH-coupled NADH absorbance 340 nm; AID 539; 0.49% of 65,000 active;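 active means top-ranked compounds by inhibition in the single 10 µM screen, taking a fixed number of the strongest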;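 further: 0% = full reaction with DMSO carrier and 100% = background rate without enzyme reaction; no value below 0 was filed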
HPDE-C7K KRASV12 = viability loss of HPDE-C7K cells – cell-based, fluorescence, HTS, primary screen (AID 431) | cytotoxicity, % at 10 µM; hits with a dose series show EC50 in µM | 1.7% of 63,000 active | HPDE-C7K KRASV12 cells, Alamar Blue viability, 48 h; higher % means a stronger effect;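 active means compounds whose percent cytotoxicity in the single-dose primary screen, scaled between solvent and toxic-drug controls, exceeds 50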;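 further: 0% = DMSO solvent wells and 100% = doxorubicin-treated wells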
Alkaline phosphatase = human TNAP enzyme inhibitors, biochemical, luminescent (AID 518) | purified TNAP enzyme, luminescent substrate readout; higher % means a stronger effect | one-dose inhibition, % at 20 µM; IC50 in µM for titrated hits | 0.09% of 64,000 active; in the data active means a potency from the dose series; inactive means the rest, 99 in 100 with inhibition below about 22%;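 further: plate controls were vehicle for no effect and reference inhibitor for full effect; many of its hits are not listed in these tables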
Spn DPM-DC inh = inhibitors of Streptococcus pneumoniae diphosphomevalonate decarboxylase | purified DPM-DC, PK/LDH coupled NADH fluorescence | calls only at 10 µM | 0.49% of 65,000 active | AID 556;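 active means the 320 compounds with the highest percent inhibition in the single-dose primary screen, excluding strongly autofluorescent ones, cut at about 32% in these data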;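 further: kinetic rate of NADH fluorescence loss reporting ADP formed by the decarboxylase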
HPDE-C7 cytotoxicity = cytotoxicity in HPDE-C7 cells, cell-based, fluorescence, HTS (AID 430) | HPDE-C7 pancreatic duct cells viability, fluorescence; higher % means a stronger effect | cytotoxicity, % at 10 µM, or EC50 in µM where a hit was titrated | 1.8% of 63,000 active;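 further: cells exposed to compound for 48 hours before viability readout; 0% = vehicle and 100% = reference cytotoxic drug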
Spn PMK inh pilot replicates = second read-out of Spn PMK inh, no call of its own (marks repeat the call); inhibition, %; measured here: pilot screen replicates
MK inhibit pilot replicates = second read-out of MK inhibit, no call of its own (marks repeat the call); inhibition, %; measured here: pilot screen replicates
Spn DPM-DC inh pilot screen % = recorded beside Spn DPM-DC inh, whose call it bears; inhibition, %; measured here: pilot screen trials
* marks the source's active call; other numbers are inactive results; i = inactive; . = not tested or not shown; + = active, no number; [ ] = another dose, or the depositor's remark. Unless noted, no stated cut-off is given here; in the data, active means cytotoxicity above about 50%; inactive means the rest.

SMILES	Bfl-1 inhibitors	HT1080 cytotoxicity	MK inhibit	LYP phosphatase	Spn PMK inh	HPDE-C7K KRASV12	Alkaline phosphatase	Spn DPM-DC inh	HPDE-C7 cytotoxicity	others
CCS(=O)(=O)c1ccc(O)c(N2C(=O)C3C4C=CC(C4)C3C2=O)c1 (configuration not stated)	-2%	1%	.	12%	8	-5%	12%	i	-11%
O=C(c1c(Cl)nc2sccn12)N1CCCc2ccccc21	-2%	12%	8	.	0	3%	6%	i	-6%
CCOc1ccc(C2CC(c3ccc(F)cc3)Nc3nc(N)nn32)cc1 (configuration not stated)	-2%	0%	8	1%	19	4%	5%	i	-2%
O=S1(=O)CCC(S(=O)(=O)N2CCCCCC2)C1 (configuration not stated)	1%	8%	0	.	7	-4%	10%	i	2%
C=CCN1C(=O)/C(=C2/Sc3ccccc3N2CCCS(=O)(=O)O)SC1=S	6%	8%	0	.	9	14%	23%	i	9%
O=C(CCc1ccc(S(=O)(=O)N2CCOCC2)cc1)NCCc1ccccn1	3%	3%	0	3%	10	-18%	2%	i	-23%	Spn PMK inh pilot replicates=3.0;MK inhibit pilot replicates=2.0;Spn DPM-DC inh pilot screen %=5.5
CSc1ccccc1NC(=O)c1onc(C)c1Cl	3%	-13%	10	.	4	0%	8%	i	-4%
CCC(CC)C(=O)Nc1cccc(C(=O)NCc2ccco2)c1	4%	-3%	13	-11%	8	-2%	9%	i	-24%	Spn PMK inh pilot replicates=1.0;MK inhibit pilot replicates=1.0;Spn DPM-DC inh pilot screen %=0.0
O=C(CN1CCN(c2ccccc2)CC1)N1CCN(c2ccccc2)CC1	-4%	-3%	6	.	12	32%	13%	i	49%
COc1ccccc1C(c1nnnn1C(C)(C)C)N1CCN(C(=O)c2ccco2)CC1 (configuration not stated)	-5%	0%	10	-3%	13	-9%	5%	i	-3%
Cc1ccccc1-c1nc(CS(=O)CC(=O)NCCCN(C)c2ccccc2)c(C)o1 (configuration not stated)	-1%	0%	0	.	0	11%	6%	i	11%
COC(=O)c1cc(NC(=O)CN2CCOCC2)cc(C(=O)OC)c1	3%	2%	6	11%	10	2%	1%	i	-5%
COCCN(C(=O)C(C)C)c1nnc(-c2cccc(C)c2)s1	4%	3%	8	.	17	-11%	7%	i	-6%
O=C(NCc1ccccn1)c1cc(S(=O)(=O)N2CCN(c3ccccc3)CC2)ccc1Cl	-6%	-1%	0	.	4	-6%	6%	i	-8%
O=C(O)CSc1nnc(-c2cccs2)n1-c1ccc(Cl)cc1	0%	3%	10	5%	10	9%	5%	i	-6%

Arranged by formula weight (descending): part of the list above
SMILES	Bfl-1 inhibitors	HT1080 cytotoxicity	MK inhibit	LYP phosphatase	Spn PMK inh	HPDE-C7K KRASV12	Alkaline phosphatase	Spn DPM-DC inh	HPDE-C7 cytotoxicity	others
O=C(NCc1ccccn1)c1cc(S(=O)(=O)N2CCN(c3ccccc3)CC2)ccc1Cl	-6%	-1%	0	.	4	-6%	6%	i	-8%
Cc1ccccc1-c1nc(CS(=O)CC(=O)NCCCN(C)c2ccccc2)c(C)o1 (configuration not stated)	-1%	0%	0	.	0	11%	6%	i	11%
COc1ccccc1C(c1nnnn1C(C)(C)C)N1CCN(C(=O)c2ccco2)CC1 (configuration not stated)	-5%	0%	10	-3%	13	-9%	5%	i	-3%
COC(=O)c1cc(NC(=O)CN2CCOCC2)cc(C(=O)OC)c1	3%	2%	6	11%	10	2%	1%	i	-5%
CCC(CC)C(=O)Nc1cccc(C(=O)NCc2ccco2)c1	4%	-3%	13	-11%	8	-2%	9%	i	-24%	Spn PMK inh pilot replicates=1.0;MK inhibit pilot replicates=1.0;Spn DPM-DC inh pilot screen %=0.0
CSc1ccccc1NC(=O)c1onc(C)c1Cl	3%	-13%	10	.	4	0%	8%	i	-4%
O=S1(=O)CCC(S(=O)(=O)N2CCCCCC2)C1 (configuration not stated)	1%	8%	0	.	7	-4%	10%	i	2%

(next part)
SMILES	Bfl-1 inhibitors	HT1080 cytotoxicity	MK inhibit	LYP phosphatase	Spn PMK inh	HPDE-C7K KRASV12	Alkaline phosphatase	Spn DPM-DC inh	HPDE-C7 cytotoxicity	others
CC1(C)CC(=O)c2cc(OCC(=O)N3CCN(c4ccccc4F)CC3)ccc2O1	-2%	2%	4	11%	26*	15%	14%	+[may fluoresce]	-8%	Spn PMK inh pilot replicates=2.5*;MK inhibit pilot replicates=3.5;Spn DPM-DC inh pilot screen %=62*
CC1CCN(c2ncnc3c2cnn3Cc2ccc(Cl)cc2)CC1	-5%	-4%	0	-5%	7	-21%	10%	i	-12%
Cc1ccc(N2CC(C(=O)NCC3CCCO3)CC2=O)cc1Cl (configuration not stated)	-5%	-1%	3	2%	2	6%	12%	i	-2%
Cc1cc(C)n2c(SCC(=O)Nc3ncc(C(F)(F)F)cc3Cl)nnc2n1	-1%	-6%	2	-6%	15	2%	3%	i	3%
CC(C)C(OC(=O)c1ccco1)C(=O)NCc1ccccc1 (configuration not stated)	4%	-2%	10	12%	11	10%	6%	i	-3%	Spn PMK inh pilot replicates=0.0;MK inhibit pilot replicates=2.0;Spn DPM-DC inh pilot screen %=1.0
Cc1cc(=O)n(CCO)c(O)c1C#N	0%	4%	10	-1%	1	2%	9%	i	4%	Spn PMK inh pilot replicates=6.0;MK inhibit pilot replicates=0.0;Spn DPM-DC inh pilot screen %=3.5
Cc1c(C(=O)N2CCN(c3ccccc3F)CC2)sc2nc(-c3ccccc3)cn12	-6%	1%	4	-2%	7	17%	3%	i	21%
Cc1ccc(NC(=O)CCSc2nnnn2-c2ccc3c(c2)OCO3)cc1C	3%	-2%	12	1%	5	-6%	9%	i	-17%
CSc1nc(NCc2ccco2)c2c3c(sc2n1)CN(C)CC3	7%	4%	10	.	0	-5%	3%	i	-21%
COC(=O)c1n[nH]c2ccccc12	4%	19%	0	.	0	-5%	45%	i	0%
COc1ccc(/C(O)=C2/C(=O)C(=O)N(c3ncccn3)C2c2ccc(OC)c(OC)c2)cc1 (configuration not stated)	13%	-11%	7	0%	0	13%	9%	i	16%
COc1ccccc1Cn1nnc2c(=O)[nH]c(C3CCN(C(=O)c4ccccc4Cl)CC3)nc21	3%	-1%	0	-3%	14	6%	6%	i	2%	Spn PMK inh pilot replicates=3.0;MK inhibit pilot replicates=2.0;Spn DPM-DC inh pilot screen %=2.5
COc1cccc(C2=Nn3c(nnc3-c3ccccc3O)SC2)c1	-1%	-11%	5	7%	9	-12%	-13%	i	-36%	Spn PMK inh pilot replicates=0.0;MK inhibit pilot replicates=0.0;Spn DPM-DC inh pilot screen %=0.0
COCCCn1c(SCC(=O)Nc2nnc(C)s2)nnc1-c1ccoc1C	-6%	-7%	11	.	15	3%	13%	i	-2%
COc1ccccc1CNC(=O)C(C)NS(=O)(=O)c1ccc(C)cc1 (configuration not stated)	-10%	6%	14	4%	1	-22%	2%	i	-13%
COc1ccc(-c2c3c(nc4sc(C(=O)Nc5cc(C)on5)c(N)c24)CCC3)cc1	-11%	4%	3	11%	7	36%	2%	+	31%
CCCC(=O)Nc1nnc(-c2ccc(Cl)s2)o1	-9%	3%	9	8%	16	-2%	0%	i	1%
O=C1NCCCc2c1oc1cc(Br)c(O)c(Br)c21	-6%	-5%	0	10%	15	7%	10%	i	-15%
COC(=O)c1ccccc1NC(=O)COC(=O)CSCC(=O)N1CCOCC1	1%	2%	0	.	24	6%	-3%	i	0%
COc1cc(OC)c(C2N(c3ccccn3)C(=O)C3CCCN32)cc1OC (configuration not stated)	-1%	-3%	0	19%	16	.	-2%	i	.
O=C(NCc1nc(-c2ccccc2)no1)c1cccs1	2%	.	5	-5%	5	-9%	1%	i	4%
Cc1noc(C)c1S(=O)(=O)N1CCCC(C(=O)NCCc2ccc(Cl)cc2)C1 (configuration not stated)	-2%	-12%	7	10%	11	-5%	16%	i	5%	Spn PMK inh pilot replicates=0.0;MK inhibit pilot replicates=0.0;Spn DPM-DC inh pilot screen %=0.0
Cc1cccc(C)c1OCc1nnc(SCC(=O)NCCc2ccccc2)o1	.	-5%	15	.	6	.	.	i	.
CN1CCc2c(sc3c2c(=O)n(-c2ccccc2)c2nnc(SCc4ccc(Cl)cc4)n32)C1	-12%	11%	3	.	5	7%	8%	i	3%
CCOC(=O)c1c(C)oc2ccc(OCC(N)=O)cc12	2%	6%	13	0%	16	-10%	8%	i	-21%	Spn PMK inh pilot replicates=0.0;MK inhibit pilot replicates=0.5;Spn DPM-DC inh pilot screen %=0.0
COc1ccc2[nH]c3c(c2c1)CN(C)CC3	-2%	0%	2	1%	12	0%	2%	i	-1%
CCc1ccccc1NC(=O)CSC1=C(C#N)C(c2ccc(O)c(OC)c2)C2=C(CCCC2=O)N1 (configuration not stated)	-4%	3%	0	.	0	2%	19%	i	-6%	Spn PMK inh pilot replicates=4.5;MK inhibit pilot replicates=3.0;Spn DPM-DC inh pilot screen %=4.0
Cc1cc(C)c2c(CN3CCN(Cc4ccc5c(c4)OCO5)CC3)cc(=O)oc2c1C	-8%	-18%	5	.	18	49%	12%	i	44%
CSc1nc(C)cc(OCNC(=O)c2cccs2)n1	3%	-2%	0	.	7	-14%	-1%	i	-16%
O=C1CC(N(Cc2ccc3c(c2)OCO3)C(=O)Nc2ccc(F)cc2)C(=O)N1c1ccccc1 (configuration not stated)	-8%	9%	4	9%	14	2%	4%	i	-3%
OC1(c2ccccc2F)CCN(Cc2nnnn2CCc2ccccc2)CC1	-8%	5%	5	13%	0	-25%	-1%	i	-29%
Nc1nnc(CCc2ccccc2)s1	3%	-2%	6	0%	13	-9%	10%	i	-1%
CCN(CC)c1nc(-c2cccc(OC)c2O)nc2ccccc12	-6%	3%	0	14%	0	-8%	13%	i	-6%
CC(=O)c1ccc(-n2nnnc2SCC(=O)N2CCN(C(=O)c3ccco3)CC2)cc1	0%	-4%	10	.	0	6%	2%	i	5%
COc1ccc(Cc2nnc(SCC(=O)NCc3ccco3)o2)cc1	2%	-3%	7	12%	7	4%	2%	i	-2%
CC(C)Cn1cc(C(=O)N2CCOCC2)c2c3ccccc3n(C)c2c1=O	-11%	-8%	2	-8%	14	6%	11%	i	2%
CCOC(=O)c1oc2ccc(Br)cc2c1CSc1nnc(C)s1	-5%	-4%	3	-2%	0	-8%	9%	i	-9%
CCCC(=O)N1CCN(S(=O)(=O)c2cc(Cl)ccc2OC)CC1	-10%	-15%	3	.	3	-4%	0%	.	-12%
COCc1[nH]nc2c1C(C1C=CCCC1)C(C#N)=C(N)O2 (configuration not stated)	-1%	3%	15	2%	0	34%	18%	i	22%	Spn PMK inh pilot replicates=6.5;MK inhibit pilot replicates=1.0;Spn DPM-DC inh pilot screen %=0.0
COc1cc(Cl)c(S(=O)(=O)n2cnc(C)c2)cc1Cl	0%	2%	7	13%	5	4%	4%	i	0%
O=C(COc1ccccc1)Nc1ncc2c(n1)CCCC2=O	-3%	0%	15	14%	2	-14%	4%	i	-3%
